# OXTR ag – agonists of human oxytocin receptor; CHO-OTR cells, Fluo-8 calcium fluorescence; normalized: DMSO 0%, oxytocin 100%; P30559; activation, % at 3 µM; actives 0.32% (n = 320,000);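 active means activation above the mean of all tested compounds plus 3 SD, cutoff set per screening run, cut at about 20% in these data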;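 further: peak over basal fluorescence ratio from a 100 s FLIPR kinetic read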
# GPR7 antagonist – blocks human GPR7 receptor signaling; P48145; GPR7-expressing cells, fluorescence antagonist assay; inhibition, % at 4.4 µM; actives 1.1% (n = 290,000); in the data active means inhibition above about 16%, passing the limit was not always enough;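 further: cells stimulated with the agonist NPW; 0% = agonist with vehicle and 100% = vehicle without agonist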
# NS3 helicase inh – blocks Hepatitis C virus NS3 helicase unwinding; inhibition, % at 10.9 µM; actives 0.56% (n = 290,000); AID 1800; NS3 helicase DNA unwinding, Cy5 molecular beacon fluorescence;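 active means inhibition above the mean of all tested compounds plus 3 SD, set per campaign, cut at about 35% in these data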;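 further: 0% = DMSO wells and 100% = thioflavine S control wells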
#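 Assay system: hepatitis C virus NS3 helicase domain fragment enzyme. Also added: annealed dual-labelled DNA beacon duplex, ATP-started. Timing: 1 h reaction at 25 °C, ATP-initiated. Technique: Cy5 fluorescence at 0 and 60 min, beacon hairpin quenching. Evaluation: % inhibition of unwinding. Replication: one well per compound.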
# V1R ag counter – V1a receptor agonism, counter-screen for OXTR agonists | actives 0.25% (n = 320,000) | AID 2797 | activation, % at 3 µM | CHO-V1R cells, Fluo-8 calcium fluorescence, agonist mode; 0% DMSO, 100% 3 nM vasopressin | P37288;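 active means activation above the mean activation of all tested compounds plus 3 SD, per screening run, cut at about 20% in these data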;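 further: signal is peak over basal fluorescence ratio across a 100 second FLIPR read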
# Target sequence (P37288 whole entry, looked up): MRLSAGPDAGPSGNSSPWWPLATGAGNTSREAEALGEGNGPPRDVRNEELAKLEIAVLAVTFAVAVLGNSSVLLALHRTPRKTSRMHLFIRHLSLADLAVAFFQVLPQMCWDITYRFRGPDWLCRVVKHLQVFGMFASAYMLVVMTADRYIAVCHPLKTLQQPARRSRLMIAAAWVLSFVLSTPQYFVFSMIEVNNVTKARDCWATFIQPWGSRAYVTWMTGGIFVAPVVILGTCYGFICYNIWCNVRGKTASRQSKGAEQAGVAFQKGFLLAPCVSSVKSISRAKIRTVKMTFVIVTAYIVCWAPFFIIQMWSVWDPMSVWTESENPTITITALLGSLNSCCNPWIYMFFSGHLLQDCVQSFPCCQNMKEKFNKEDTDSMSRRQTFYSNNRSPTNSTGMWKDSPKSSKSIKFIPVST
# IMP-1 inhibitor – blocks Pseudomonas aeruginosa IMP-1 metallo-beta-lactamase; purified IMP-1, nitrocefin hydrolysis, epi-absorbance fluorescence; inhibition, % at 5.6 µM; actives 0.45% (n = 290,000); AID 1556;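 active means inhibition above the mean plus 3 SD of all compounds in the same screening run, cut at about 4.5% in these data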;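 further: 0% = IMP-1 with DMSO and 100% = DMSO wells lacking enzyme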
#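 System: purified recombinant IMP-1 beta-lactamase. Medium: Zinc- and detergent-supplemented HEPES buffer, pH 7.1. Compound: one 5.6 µM dose […]. Schedule: 15 min preincubation plus 25 min reaction at 25 °C. Technique: Epi-absorbance fluorescence, 480 nm excitation, 530 nm emission.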
# DNA FID counter – displaces DNA intercalator in HCV helicase counter-screen; actives 0.17% (n = 290,000); DNA fluorescent intercalator displacement, fluorescence; inhibition, % at 7.9 µM; AID 1845; in the data active means inhibition above about 37%;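 further: 0% = vehicle and 100% = reference compound; higher means more ethidium bromide displaced from hairpin DNA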
# VIM-2 inh – inhibitors of Pseudomonas aeruginosa VIM-2 metallo-beta-lactamase; purified VIM-2, nitrocefin hydrolysis, epi-absorbance fluorescence; inhibition, % at 5.6 µM; actives 0.89% (n = 290,000);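 active means inhibition above the mean of all tested compounds plus 3 SD, cutoff set per screening run, cut at about 7.5% in these data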;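 further: red hydrolysis product quenches plate fluorescence so inhibitors raise well fluorescence; 0% = enzyme with DMSO and 100% = DMSO without enzyme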
# GalR3 antagonist – human GalR3 antagonism; inhibition, % at 3 µM; HEK293 GalR3-CNG cAMP membrane potential fluorescence; galR3 body fused to GalR1 C-terminus; O60755; actives 0.44% (n = 360,000);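 active means inhibition above the screen-wide average plus 3 SD, cut at about 13% in these data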;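 further: forskolin and galanin both at EC90 stimulate the cells; cAMP rise reported by CNG channel membrane potential dye signal; 0% = forskolin plus galanin with DMSO and 100% = forskolin alone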
# Target sequence (O60755 1-299 limits assumed): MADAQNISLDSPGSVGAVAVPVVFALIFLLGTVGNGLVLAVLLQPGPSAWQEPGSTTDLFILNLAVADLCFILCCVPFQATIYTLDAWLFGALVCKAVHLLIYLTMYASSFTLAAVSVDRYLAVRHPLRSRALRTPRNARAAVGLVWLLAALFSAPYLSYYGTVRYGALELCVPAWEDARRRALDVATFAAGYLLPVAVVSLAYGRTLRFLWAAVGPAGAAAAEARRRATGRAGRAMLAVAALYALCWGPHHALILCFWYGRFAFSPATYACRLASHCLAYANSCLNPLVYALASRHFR
# PHOSPHO1 inh – PHOSPHO1 (human) inhibition | Q8TCT1 | recombinant PHOSPHO1, absorbance phosphatase assay | inhibition, % at 13.3 µM | actives 1.1% (n = 290,000) | AID 1565; in the data active means inhibition above about 60%
# Target sequence (Q8TCT1 whole entry, looked up): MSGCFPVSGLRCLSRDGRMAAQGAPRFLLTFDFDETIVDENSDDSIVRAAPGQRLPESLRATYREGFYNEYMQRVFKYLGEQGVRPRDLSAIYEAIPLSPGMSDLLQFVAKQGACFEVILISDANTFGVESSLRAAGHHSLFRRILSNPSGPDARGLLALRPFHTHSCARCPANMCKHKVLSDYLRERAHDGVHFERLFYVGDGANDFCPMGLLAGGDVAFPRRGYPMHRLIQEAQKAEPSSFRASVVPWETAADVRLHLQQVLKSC
# * marks the source's active call; other numbers are inactive results; . = not tested or not shown.
SMILES,OXTR ag,GPR7 antagonist,NS3 helicase inh,V1R ag counter,IMP-1 inhibitor,DNA FID counter,VIM-2 inh,GalR3 antagonist,PHOSPHO1 inh
Cc1cccc(OCC(=O)Nc2ccccc2-c2ccccc2)c1,-1.7,-15,-10,-1.0,-2.0,-12,-2.2,-13,17
O=C1NN=C(c2ccccc2)CC1c1c[nH]c2ccccc12 (stereo unspecified),2.4,-7,9,1.6,-1.3,-9,-1.6,-7,-123
O=C(COC(=O)CCCSc1nc2ccccc2[nH]1)Nc1cccc(F)c1,9.9,-2,2,12,-0.8,-7,0.3,0,9
Cc1cccc(NC(=O)CCN2CCCCC2)c1,-0.1,-6,4,0.6,-2.5,-4,-3.2,1,19
CC1CCCCC1NC(=O)CCC(=O)N1CCOc2ccc(Cl)cc21 (stereo unspecified),0.1,-16,-9,0.9,-2.4,-26,-0.9,-11,44
N#C/C(=C\c1ccc(Sc2ccccc2)o1)c1nc2ccccc2[nH]1,2.8,-6,-1,5.7,-2.1,3,-4.1,-3,-6
Cc1ccc(N2C(=O)c3cccc4cccc(c34)C2=O)cc1,-0.9,-11,6,0.7,-0.7,1,-5.5,0,29
O=C(CN1CCN(S(=O)(=O)c2ccccc2)CC1)Nc1ccccc1C(=O)c1ccccc1,-1.9,1,-8,-0.5,-1.9,-23,-3.0,0,-20
COc1ccc(C(=O)NCC(=O)NCC(=O)OCC(=O)c2ccc(C)cc2)cc1,-2.1,-10,8,1.0,-1.8,-15,-1.4,1,26
O=C(CN(Cc1ccc(Cl)cc1)C(=O)CNS(=O)(=O)c1ccccc1)NCC1CCCO1 (stereo unspecified),0.2,-15,8,2.1,-4.2,-34,-2.9,-4,36
CN1CCc2c(sc3c2C(=O)NC(c2cn(Cc4ccccc4)c4ccccc24)N3)C1 (stereo unspecified),0.6,-7,-38,0.6,-1.6,-3,-1.5,-5,-31
CCn1c(CN2C(=O)CSc3ccccc32)n[nH]c1=S,0.7,-9,-10,0.0,-3.2,-7,-1.2,-6,.
COc1ccc(N2CCN(c3ccc(NC(=O)c4ccc5c(c4)OCO5)cc3C#N)CC2)cc1,1.1,-5,7,2.1,-1.0,-2,-2.3,.,-1
COc1ccc(OC)c(CCNC(=O)c2ccccc2NC(=O)C2=C(C)OCCS2)c1,-0.4,-5,-14,-0.6,-1.7,-28,-2.6,-1,10
CCOC(=O)C1CCN(C(=O)c2ccc3c(c2)NC(=O)/C(=C\c2cccc(C)c2)S3)CC1,1.2,20,-25,5.4,-1.3,-58,-0.8,-6,2
CC/C(O)=C1\C(=O)CCCC1=NCCc1nc2ccccc2[nH]1,-0.6,0,9,-1.2,-2.0,-9,0.8,.,20
Cc1cc(C(=O)N2CCCC(Nc3ccccc3)C2)c2ccc(F)cc2n1 (stereo unspecified),0.0,-2,-6,-0.4,-1.1,-17,-3.7,-2,-16
CCN1CCN(CCCNC(=O)c2ccc(/C=C3/Oc4ccccc4N(Cc4cccc(C)c4)C3=O)cc2)CC1,4.2,-6,-87,-0.6,-0.2,32,1.4,.,40
O=C(Cc1ccccc1)NNS(=O)(=O)c1ccc(F)cc1,0.3,-2,6,-1.0,-1.6,1,2.9,-2,-3
CCSc1nnc(NC(=O)Cc2ccccc2OC)s1,-1.7,3,2,-1.1,-1.6,1,0.0,-3,16
COc1ccc(/C=C/c2c([N+](=O)[O-])c(=O)n(C)c(=O)n2C)cc1,-0.2,-9,12,-0.3,-0.9,-1,-2.9,-2,-13
Cc1cc[n+](C(C)C(=O)c2ccc(-c3ccccc3)cc2)cc1 (stereo unspecified),-0.7,-13,24,1.0,-2.9,10,-2.2,-5,5
O=C(NCc1ccc(F)cc1Cl)C1CCN(S(=O)(=O)N2CCCCC2)CC1,1.7,6,5,1.8,-5.5,-38,-2.8,0,16
CCc1cccc(NS(=O)(=O)c2ccc3c(c2)CCC(=O)N3)c1,4.2,-2,-25,3.0,-4.2,-13,-3.1,4,-16
CCOc1ccc(NC(=O)CSc2nc(N)c(-c3ccccc3)c(=O)[nH]2)cc1,0.6,-11,-1,0.5,-2.6,-9,-4.4,-4,32
# Next compounds follow.
SMILES,OXTR ag,GPR7 antagonist,NS3 helicase inh,V1R ag counter,IMP-1 inhibitor,DNA FID counter,VIM-2 inh,GalR3 antagonist,PHOSPHO1 inh
O=C(NC1CCCCC1)C(c1ccc(F)cc1)N(Cc1ccccc1)C(=O)CN1C(=O)c2ccccc2S1(=O)=O (stereo unspecified),-1.8,-3,6,-0.1,-0.5,0,-3.0,-4,-22
O=C(CSc1nnc(-c2cccnc2)n1-c1ccccc1)Nc1ccccc1,0.5,-4,5,0.2,-5.8,-21,-2.2,-7,-15
Cc1ccccc1-c1nnc(SCCC(=O)N2CCOCC2)o1,-0.1,-15,-5,-0.6,-2.8,-21,-2.0,1,1
Cc1onc(-c2ccccc2Cl)c1C(=O)N(C)C1CCCCC1,-1.4,-5,4,-1.6,-2.6,-23,0.6,3,23
Cc1oc2c(C)c(O)ccc2c(=O)c1N1C(=O)c2ccccc2C1=O,-0.1,9,2,0.6,-1.3,-5,1.8,4,-14
Cn1c2c(c(=O)n(C)c1=O)C(CC(=O)Nc1ccccc1)C(=O)N2 (stereo unspecified),0.5,-4,4,1.3,-1.8,-3,-0.4,-2,4
Cc1onc(-c2ccccc2Cl)c1C(=O)NNC(=O)c1ccc(F)cc1,1.0,-12,-12,0.1,-2.5,-6,-1.9,10,24
Cc1cc(C)n2nc(C(=O)N3CCN(c4ccc([N+](=O)[O-])cc4)CC3)nc2n1,-0.6,-11,-3,0.0,0.5,-9,-0.5,-3,19
Cc1cc(=O)oc2cc(OCC(=O)NCCCN3CCCC3=O)ccc12,-0.3,-7,0,-0.3,-1.8,-14,-1.3,4,32
CCOC(=O)c1c(NC(=O)C2COc3ccccc3O2)sc2c1CCN(Cc1ccccc1)C2 (stereo unspecified),0.5,1,-1,0.1,-3.7,-2,-1.4,-2,-12
CC(C)=CCN1CCN(CCCn2cccn2)CC1CCO (stereo unspecified),0.3,-8,-7,0.4,-1.4,-1,-4.4,3,12
CC(C)N(CCNC(=O)c1nn(Cc2ccccc2)c(=O)c2ccccc12)C(C)C,-0.6,-3,-5,-0.8,-0.5,11,0.5,0,20
COc1ccc(CCC(=O)N/N=C\c2cccs2)cc1,-0.1,-8,0,-0.6,-1.5,-6,-1.9,-9,8
COc1cc2[nH]c(C(=O)Nc3ccc4c(c3)OCCO4)cc2c(OC)c1OC,-3.1,-15,0,-1.6,-0.1,-32,-4.5,-2,47
COc1ccc(S(=O)(=O)NC(C)C)cc1-n1cnnn1,0.6,0,-7,1.1,-0.5,-4,0.8,4,15
O=C(CCN1CCCCC1)NNC(=O)C12CC3CC(CC(C3)C1)C2,0.8,-19,2,2.5,-3.4,-6,-4.2,-6,44
CCC(C)NCCOCCOc1ccc(Cl)c(C)c1C (stereo unspecified),3.8,21*,-24,7.5,-0.4,17,-2.8,-9,-7
COc1cccc(C2N(c3ccc(Cl)cc3)C(=O)C3CCCN32)c1 (stereo unspecified),-1.0,-6,9,0.0,-3.8,-2,-6.1,-3,-5
COC(=O)C1=C(N)OC2=C(C(=O)CCC2)C1c1cccs1 (stereo unspecified),-0.9,0,-3,0.0,-0.4,-4,2.6,-3,-11
CN(Cc1ccccc1)C(=O)CCC1CCN(C(=O)CC2=CCCCC2)CC1,.,10,-3,.,-1.4,-42,-1.6,-10,31
Cc1ccc(OCc2nc(C#N)c(NCc3ccco3)o2)cc1,-2.6,-3,7,0.0,-0.9,-15,-0.7,-6,9
O=C(Cn1ccsc1=NC(=O)C(F)(F)F)c1ccccc1,0.5,-4,-3,1.2,-3.1,-2,-4.0,2,-5
Cc1nc(N2CCN(S(=O)(=O)c3cccc4nonc34)CC2)c2c3c(sc2n1)CCCC3,0.0,-3,0,0.3,-2.5,-2,0.5,-4,-8
CCC(C)NC(=O)Cn1ccc2cc(S(=O)(=O)N3CCCCCC3)ccc21 (stereo unspecified),5.0,3,8,4.4,-2.1,-33,-2.0,6,-20
COc1ccc(N2C(=O)CSC2c2cccs2)cc1 (stereo unspecified),-0.2,3,3,-0.1,-0.4,-4,-1.0,2,-15

# Continued, starting with the last 2 of the part before.
SMILES,OXTR ag,GPR7 antagonist,NS3 helicase inh,V1R ag counter,IMP-1 inhibitor,DNA FID counter,VIM-2 inh,GalR3 antagonist,PHOSPHO1 inh
CCC(C)NC(=O)Cn1ccc2cc(S(=O)(=O)N3CCCCCC3)ccc21 (stereo unspecified),5.0,3,8,4.4,-2.1,-33,-2.0,6,-20
COc1ccc(N2C(=O)CSC2c2cccs2)cc1 (stereo unspecified),-0.2,3,3,-0.1,-0.4,-4,-1.0,2,-15
O=C(NCc1ccc(N2CCCC2=O)cc1)c1cccc(Cl)c1,-0.3,-2,-8,0.7,-1.7,-9,-2.2,0,26
COc1ccc(OCCCC(=O)N2CCCc3ccccc32)cc1,-0.8,-1,-4,-0.6,-3.5,-25,-2.0,0,24
COc1cc2ccccc2cc1C(=O)Nc1ccc(Br)cn1,.,-14,6,.,-4.9,-6,-1.8,-12,25
COc1cc(OC)nc(NC2OC(=O)c3ccccc32)n1 (stereo unspecified),0.7,-7,-2,1.1,-8.7,2,2.4,-3,-3
O=C(NC1=NCCS1)c1ccc(OCC2CCCO2)cc1 (stereo unspecified),0.4,-13,-8,1.0,1.8,-3,-1.9,-2,-2
O=C1C(c2ccc(F)cc2)N(Cc2ccc3c(c2)OCO3)C(=O)CN1C1CCCC1 (stereo unspecified),-1.9,-4,8,-0.5,-4.2,-17,-3.1,-2,-4
COCC(C)n1c(C)cc(C(=O)COC(=O)c2ccc3c(c2)NC(=O)CS3)c1C (stereo unspecified),2.8,-1,4,5.4,1.0,-14,-0.6,17*,-7
Cc1ccc(NC(=O)c2cc(=O)c3ccccc3o2)cc1S(=O)(=O)N1CCOCC1,-0.2,-10,2,0.8,-3.3,-12,-2.5,0,-19
COc1cccc(OC)c1C(=O)Nc1ccc(S(=O)(=O)N2CCCCC2)cc1,1.2,4,7,0.1,-2.0,-22,0.1,-6,-18
O=C(c1cccc(C(F)(F)F)c1)N1CCCC1,-0.4,9,8,-1.1,-0.9,-3,-1.2,-3,21
COc1ccc2[nH]c(=O)cc(C(=O)O)c2c1,-0.9,13,9,-1.0,-1.8,-1,-2.1,-3,-13
CC(C)[C@H](NC(=O)c1ccccc1)C(=O)OCC(=O)N1CC2(C)CC1CC(C)(C)C2 (stereo partly specified),-1.1,-3,2,-0.4,-1.6,-39,-4.3,-4,-18
CC(C)(C)c1ccc(C(=O)c2c[nH]c(C(=O)O)c2)cc1,-0.5,-6,9,0.8,-3.7,-11,-2.9,1,-12

# Compound profiles, from the list above:
# Cc1cc(C(=O)N2CCCC(Nc3ccccc3)C2)c2ccc(F)cc2n1 (stereo unspecified) is listed with OXTR ag = 0.0; GPR7 antagonist = -2; NS3 helicase inh = -6; V1R ag counter = -0.4; IMP-1 inhibitor = -1.1; DNA FID counter = -17; VIM-2 inh = -3.7; GalR3 antagonist = -2; PHOSPHO1 inh = -16
# O=C(Cn1ccsc1=NC(=O)C(F)(F)F)c1ccccc1 is listed with OXTR ag = 0.5; GPR7 antagonist = -4; NS3 helicase inh = -3; V1R ag counter = 1.2; IMP-1 inhibitor = -3.1; DNA FID counter = -2; VIM-2 inh = -4.0; GalR3 antagonist = 2; PHOSPHO1 inh = -5

# From PubChem

# Compounds as they come; about 4.3% have a hit in one of these screens.
